# Compound activity: PubChem BioAssay, several laboratories
# FBA Mtb inh: inhibitors of M. tuberculosis fructose-bisphosphate aldolase | P9WQA3 | purified M. tuberculosis FBA, fluorescence read-out | inhibition, % at 1 µM | actives 2.3% (n = 360,000); in the data active = inhibition above about 27%;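 also: 0% = vehicle and 100% = reference inhibitor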
# BoNT F protease: inhibitors of Botulinum neurotoxin F light chain protease. Multiplex microsphere protease cleavage assay, flow cytometry. inhibition, % at 10 µM. actives 0.22% (n = 360,000). AID 588497; in the data active = inhibition above about 35%, passing the limit was not always enough; inconclusive = no clear call, values can overlap the other calls; also: plate controls were buffer without enzyme for full effect and enzyme alone for no effect
# PrPC surface inh: reduces human prion protein on the cell surface. P04156. cell surface PrPC, TR-FRET read-out. inhibition, % at 13.8 µM. actives 0.43% (n = 370,000); in the data active = inhibition above about 24%; also: 0% = median of the test wells and 100% = reference compound wells
# UGM FP inh: inhibitors of M. tuberculosis UDP-galactopyranose mutase. actives 0.06% (n = 320,000). purified UGM, fluorescence polarization probe displacement. inhibition, % at 10 µM; in the data active = inhibition above about 10%, passing the limit was not always enough; inconclusive = no clear call, values can overlap the other calls
# FadD28 binding: M. tuberculosis FadD28 bisubstrate binding inhibition | FadD28 bisubstrate probe binding, fluorescence polarization | inhibition, % at 12.5 µM | actives 0.22% (n = 360,000); in the data active = inhibition above about 8.5%, passing the limit was not always enough; inconclusive = no clear call, values can overlap the other calls
# MazF activator: activators of E. coli MazEF toxin-antitoxin RNase. FAM/BHQ RNA-DNA oligo cleavage fluorescence, 5 h. P0AE70. actives 0.32% (n = 350,000). activation, % at 20 µM; in the data active = activation above about 50%
# Target sequence (P0AE70 whole entry, looked up): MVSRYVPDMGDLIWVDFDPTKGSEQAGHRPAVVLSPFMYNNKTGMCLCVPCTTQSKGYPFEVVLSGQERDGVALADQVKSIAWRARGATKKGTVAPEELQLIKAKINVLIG
# Rv3671c protease: inhibitors of M. tuberculosis serine protease Rv3671c | inhibition, % at 5.96 µM | actives 0.048% (n = 320,000) | AID 2606; in the data active = inhibition above about 38%;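 also: extracellular domain of Rv3671c used as enzyme; 0% = enzyme with DMSO and 100% = no enzyme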
# Target sequence (P9WHR9 whole entry, looked up, the tested form may be a part): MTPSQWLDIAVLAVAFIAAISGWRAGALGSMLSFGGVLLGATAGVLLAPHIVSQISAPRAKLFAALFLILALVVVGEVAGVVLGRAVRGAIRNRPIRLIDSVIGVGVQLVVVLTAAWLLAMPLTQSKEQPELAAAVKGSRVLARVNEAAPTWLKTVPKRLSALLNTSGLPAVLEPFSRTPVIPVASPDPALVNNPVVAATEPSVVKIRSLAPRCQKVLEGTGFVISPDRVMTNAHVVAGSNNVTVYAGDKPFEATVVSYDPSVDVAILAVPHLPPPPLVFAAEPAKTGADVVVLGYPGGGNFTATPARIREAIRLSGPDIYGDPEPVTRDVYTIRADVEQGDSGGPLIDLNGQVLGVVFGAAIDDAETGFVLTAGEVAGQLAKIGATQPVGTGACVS
# GDH-TPI counter: inhibits GDH-TPI coupling enzymes, artifact for Mtb FBA screen; GDH-TPI coupled enzyme counterscreen, NADH absorbance; AID 588335; inhibition, % at 4.8 µM; actives 1.2% (n = 360,000); in the data active = inhibition above about 30%;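 also: 0% = DMSO wells and 100% = wells lacking the enzyme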
# Mtb BioA inh: BioA (M. tuberculosis) enzyme inhibition; inhibition, % at 9.99 µM; actives 0.096% (n = 360,000); AID 602481; purified M. tuberculosis BioA enzyme, plate reader; in the data active = inhibition above about 40%; inconclusive = no clear call, values can overlap the other calls
# Numbers without * were called inactive; u = inconclusive; x = not tested or not shown.
# Order of results – FBA Mtb inh	BoNT F protease	PrPC surface inh	UGM FP inh	FadD28 binding	MazF activator	Rv3671c protease	GDH-TPI counter	Mtb BioA inh
1. NC(=O)c1ccc(-c2ncc(-c3ccccc3)o2)cc1
 : x	6.3	3.0	2.7	-4.2	-1.8	-9.6	19.7	x
2. COc1ccc2[nH]c3c(c2c1)CCN1C(=O)C(CC(=O)NCCN2CCOCC2)C[C@H](C(=O)N2CCCCC2)[C@@]31C (stereo not given in full)
 : 1.3	-3.7	-4.8	x	-2.3	7.4	x	0.9	-1.4
3. CN1CN=C(NS(=O)(=O)c2ccc([N+](=O)[O-])cc2)NC1
 : -0.5	-2.1	-8.0	0.9	-2.7	11.2	-3.4	-2.4	0.3
4. O=c1cc(N2CCN(c3ccc(F)cc3)CC2)[nH]c(=O)n1Cc1ccc(F)cc1
 : 2.9	-5.9	5.3	-0.9	0.7	9.3	7.8	5.8	-1.7
5. O=C(O)COc1ccc2c3c(c(=O)oc2c1)CCC3
 : 96.3*	-3.1	-1.4	1.1	-4.1	8.7	5.0	6.0	-0.9
6. CCCCCc1n[nH]c2c1CCCC2
 : 0.6	u	4.5	0.7	-0.7	-0.1	2.1	-1.1	0.0
7. O=C(O)c1ccc(/C=N/Nc2ccc(F)cc2F)cc1
 : -1.3	-1.6	7.5	0.5	1.8	3.9	7.7	11.9	-0.2
8. C=CCN=C(NC#N)SCC(=O)NC(C)(C)C
 : -0.4	-26.7	2.6	-1.6	-0.8	13.9	2.7	3.7	-3.7
9. COc1ccc(OC)c(-n2c(-c3cccc(O)c3)n[nH]c2=S)c1
 : 7.9	8.7	-3.6	-3.3	2.7	10.7	-2.4	9.9	-0.4
10. CN(C)C(=O)N1CCCC(C(=O)NCc2ccccc2)C1 (stereo not given)
 : -1.5	6.9	-5.9	-4.0	0.4	10.1	0.5	3.7	14.9
11. Cc1nc2n(c(=O)c1CCN1CCC(c3noc4cc(F)ccc34)CC1)CCCC2
 : -0.9	2.2	-7.6	0.4	-2.2	-0.8	2.0	-10.1	-1.3
12. COc1ccc(NC(=O)c2cc([N+](=O)[O-])ccc2NC(=O)CNC2CCCCC2C)c(OC)c1 (stereo not given)
 : -3.0	-27.2	-9.7	-1.6	-1.9	5.6	-11.9	0.7	-0.6
13. Cc1cc(C(=O)NCCCN2CC(C)CC(C)C2)n(-c2ccccc2)n1 (stereo not given)
 : -1.8	2.6	-1.4	3.9	-0.3	9.0	-6.2	8.4	0.6
14. CCOC(=O)CCCc1c[nH]c2ccccc12
 : 2.8	4.0	1.6	0.0	0.0	-7.4	5.9	0.0	-4.0
15. COc1ccc(Cc2c(C(C)(C)C)nc3ccc(Cl)cn23)c(C)c1
 : -2.8	-11.3	-1.7	x	-3.9	x	x	x	-0.7
16. Cc1c(NC(=O)C(C)OC(=O)c2ccc(Br)o2)c(=O)n(-c2ccccc2)n1C (stereo not given)
 : -0.3	5.2	-0.3	-0.3	-1.3	7.3	3.6	-3.1	x
17. Cn1cnnc1SCC(=O)NCCC(c1ccccc1)c1ccccc1
 : 0.6	-8.5	13.9	0.1	-3.4	8.5	-4.4	0.0	5.9
18. Cc1cc(C)cc(N)c1
 : -0.6	-1.2	-1.0	1.3	-3.2	-1.9	-3.1	0.0	-0.3
19. O=C(CCn1c(=S)oc2ccccc21)Nc1ccc2c(c1)OCCO2
 : -1.2	-0.8	-2.4	x	-2.2	0.6	1.2	10.1	-0.6
20. CCCNC(=O)COC(=O)c1c2c(nc3ccccc13)CCC2
 : 8.2	3.3	2.0	0.7	-1.2	5.2	3.9	3.8	0.9
21. CSc1ccc(/C=N/NC(=O)CN2CCN(Cc3ccccc3Cl)CC2)cc1
 : -1.5	-3.1	0.5	-3.0	-2.4	-0.6	3.9	13.3	0.6
22. COc1ccc(C(=O)NNC(=O)C(=O)Nc2cccc3ccccc23)cc1
 : -0.6	-21.0	-4.5	2.8	1.1	-22.9	-5.4	0.7	-0.7
23. COC(=O)Cc1c(C)nc2nc(Cc3ccccc3)[nH]n2c1=O
 : 1.6	16.6	13.7	0.6	-0.9	3.5	2.3	0.8	-1.7
24. COc1cccc(CN(CC(=O)NCc2ccccc2)S(=O)(=O)CCl)c1
 : -1.2	-8.3	-2.5	-1.6	-1.1	6.0	7.7	8.3	0.2
25. COc1cccc(C(=O)N(Cc2ccc3c(c2)OCO3)Cc2nc3ccccc3c(=O)[nH]2)c1
 : -5.8	-32.6	6.5	-0.4	-1.8	-1.0	-2.9	0.0	-1.4
26. Cc1oc(/N=C/c2ccc(Cl)cc2Cl)c(C#N)c1C
 : 3.1	8.1	6.0	x	-1.0	-9.4	x	5.4	-1.6
27. Cc1nc(N2CCc3ccccc3C2)[nH]c(=O)c1Cc1ccccc1
 : -1.7	1.3	4.7	-0.6	-1.3	-3.6	5.9	-1.3	x
28. O=C1C(C=NCc2cccnc2)=C(O)c2ccccc21
 : 0.0	-3.2	-5.7	x	-0.6	1.2	x	19.0	x
29. Cc1ccc(NC(=O)[C@@]2(CC(=O)O)CC(/C=C/c3ccccc3)=NO2)c(C)c1
 : 6.5	-5.6	2.2	1.6	-1.4	-7.6	-2.5	-2.6	0.4
30. CCCN1CCN(C(=O)C2CCN(c3nnc(C)c4c(C)n(-c5ccc(C)cc5)nc34)CC2)CC1
 : 3.7	u	12.8	3.1	-1.2	4.6	-16.2	12.8	41.3*

# Some of the entries so far, as labelled records:
17	Cn1cnnc1SCC(=O)NCCC(c1ccccc1)c1ccccc1
  FBA Mtb inh = 0.6; BoNT F protease = -8.5; PrPC surface inh = 13.9; UGM FP inh = 0.1; FadD28 binding = -3.4; MazF activator = 8.5; Rv3671c protease = -4.4; GDH-TPI counter = 0.0; Mtb BioA inh = 5.9
18	Cc1cc(C)cc(N)c1
  FBA Mtb inh = -0.6; BoNT F protease = -1.2; PrPC surface inh = -1.0; UGM FP inh = 1.3; FadD28 binding = -3.2; MazF activator = -1.9; Rv3671c protease = -3.1; GDH-TPI counter = 0.0; Mtb BioA inh = -0.3
19	O=C(CCn1c(=S)oc2ccccc21)Nc1ccc2c(c1)OCCO2
  FBA Mtb inh = -1.2; BoNT F protease = -0.8; PrPC surface inh = -2.4; UGM FP inh = x; FadD28 binding = -2.2; MazF activator = 0.6; Rv3671c protease = 1.2; GDH-TPI counter = 10.1; Mtb BioA inh = -0.6

# Random excerpt: 3 records from the list
# Order of results – FBA Mtb inh	BoNT F protease	PrPC surface inh	UGM FP inh	FadD28 binding	MazF activator	Rv3671c protease	GDH-TPI counter	Mtb BioA inh
11. Cc1nc2n(c(=O)c1CCN1CCC(c3noc4cc(F)ccc34)CC1)CCCC2
 : -0.9	2.2	-7.6	0.4	-2.2	-0.8	2.0	-10.1	-1.3
1. NC(=O)c1ccc(-c2ncc(-c3ccccc3)o2)cc1
 : x	6.3	3.0	2.7	-4.2	-1.8	-9.6	19.7	x
7. O=C(O)c1ccc(/C=N/Nc2ccc(F)cc2F)cc1
 : -1.3	-1.6	7.5	0.5	1.8	3.9	7.7	11.9	-0.2

# Compounds were not picked by outcome; 4.8% or so of the library scored in one or more.
